Compound activity deposited in PubChem BioAssay by Broad Institute.
LGR2 antag = blocks bursicon-induced cAMP signaling via Drosophila LGR2; HEK293 LGR2, CRE-luciferase, bursicon-stimulated, 4 h; inhibition, % at 9.99 µM; actives 0.35% (n = 380,000);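 active means drop in luminescence signal, shown as inhibition above about 50% in the replicate tests, limit read from the data, passing the limit was not always enough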;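 further: agonist challenge used bursicon conditioned medium at about half maximal strength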
miR-122 sensor = inhibitors of miR-122 in Huh7 cells; Huh7 miR-122 Renilla luciferase sensor, 48 h; neutral wells = 0, positive control = 100; activation (reporter increase), % at 12.5 µM; actives 0.3% (n = 340,000); AID 602342;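 active means mean replicate activation score at least 90 and every replicate individually at or above 90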;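 further: higher luciferase means less miR-122 activity so hits act as miR-122 inhibitors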
Cneo AK release = Cryptococcus neoformans lysis via adenylate kinase release | AID 651654 | actives 0.2% (n = 360,000) | C. neoformans lysis, adenylate kinase release luminescence, 4 h; normalised: neutral wells 0, clomiphene wells 100 | lysis activity, % at 15 µM;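 active means mean lysis activity across replicates of at least 80%, whatever share of replicates individually reach that level; inactive means mean lysis activity below 80%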
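Material: C. neoformans cells; Schedule: 4 h static compound exposure, 37 °C, read 1 h post-reagent; Measured by: adenylate kinase release luminescence; Read-out: signal increase indicating cell lysis; Controls: Clomiphene as positive lysis control.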
Casp6 inh = inhibitors of human caspase-6 | actives 0.53% (n = 350,000) | inhibition, % at 12.5 µM | AID 686996 | purified caspase-6, Z-VEID-R110 cleavage fluorescence | P55212;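 active means mean inhibition across replicates at least about 35%, with every replicate also reaching that limit, limit read from the data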;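 further: 0% = median of neutral control wells and 100% = no fluorescence left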
Target sequence (P55212 24-179 limits assumed): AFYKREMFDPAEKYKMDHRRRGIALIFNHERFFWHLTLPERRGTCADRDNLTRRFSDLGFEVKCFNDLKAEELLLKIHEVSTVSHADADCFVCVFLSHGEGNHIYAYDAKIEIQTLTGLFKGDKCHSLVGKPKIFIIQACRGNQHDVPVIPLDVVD
Target sequence (P55212 194-293 limits assumed): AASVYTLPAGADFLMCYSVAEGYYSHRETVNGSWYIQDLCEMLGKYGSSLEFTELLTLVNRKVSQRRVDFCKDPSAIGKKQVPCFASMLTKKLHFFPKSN
PAX8 inh HTS = lowers PAX8-driven luciferase in RMG-I cells; inhibition, % at 12.6 µM; AID 652154; RMG-I TPO-luciferase reporter, SteadyGlo, 24 h; actives 1.2% (n = 360,000);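 active means mean replicate inhibition at least 60% with every replicate also reaching 60%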;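 further: luciferase light reporting Pax8 driven TPO promoter activity; plate controls were median of neutral control wells for no effect and mitoxantrone controls for full effect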
EWS-Fli inh = blocks EWS/Fli oncoprotein-driven transcription. A673 NR0B1-luciferase reporter, viability-normalised. inhibition, % at 12.6 µM. actives 0.67% (n = 350,000). AID 651661;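 active means mean inhibition of at least 50% after viability correction, with every replicate also passing that limit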;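 further: firefly luciferase signal divided by Alamar Blue viability fluorescence both relative to DMSO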
PGC1a acetyl inh = modulators of PGC1a acetylation; actives 0.17% (n = 350,000); AID 651687; U2OS PGC1a acetylation, AlphaScreen anti-acetyl-lysine; with virally co-expressed GCN5 acetyltransferase; inhibition, % at 15.6 µM;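 active means every replicate shows inhibition of at least 40%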;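 further: 0% = neutral control wells and 100% = positive control wells; some results beyond the cut were filed as inactive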
FN deposit inh = fibronectin deposition inhibition. AH1F fibroblasts, Alexa488-fibronectin deposition fluorescence, overnight. inhibition, % at 12.6 µM. actives 0.086% (n = 350,000). AID 743247;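 active means mean inhibition across replicates of 30% or more, regardless of how many single replicates reach that level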;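 further: positive control wells lacked labelled fibronectin entirely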
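Material – AH1F fibroblast monolayer, labelled fibronectin deposition · Reagent – labelled fibronectin 24 nM · Timing – 1 h adhesion, overnight exposure · Measured by – fluorescence at 485 nm excitation, 525 nm emission · Read-out – inhibition of fibronectin deposition signal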
* = called active by the depositor; . = no result given; & = joins results of further samples; [ ] = dose if it differs, or a comment.

canonical_smiles,LGR2 antag,miR-122 sensor,Cneo AK release,Casp6 inh,PAX8 inh HTS,EWS-Fli inh,PGC1a acetyl inh,FN deposit inh
COc1cc2c(cc1NC(=O)C(C)OC(=O)/C=C/c1ccc(OC(F)F)cc1)oc1ccccc12 (centres undefined),-37,31,.,-2,-101,-53,-3,.
COc1ccc(NC(=O)Nc2ccc3c(c2)C(=O)N([C@@H](C)CO)C[C@@H](C)[C@H](CN(C)C(=O)NC2CCCCC2)OCCCC[C@@H](C)O3)cc1,-8,-9[16.7 µM],0,-1,-21,17,1,.
Cc1ccccc1C(=O)Nc1nnc(SC(C)C)s1,-65,.,.,7,-39,-41,.,4
COCc1cn(CC[C@@H]2CC[C@H](NC(=O)Nc3ccc(OC)cc3)[C@H](CO)O2)nn1,12,.,-5,2,-1,-2,-3,.
O=C(C1CC1)N1CCCCN2[C@H](CO)[C@H](c3ccc(-c4cccc(F)c4)cc3)[C@H]2C1,-5,-25[16.7 µM],0,-1,-6,-6,3,.
Cc1ccc(S(=O)(=O)Nc2cccc3c2O[C@H](CN(C)Cc2ccc(C(=O)Nc4ccccc4N)cc2)[C@@H](C)CN([C@H](C)CO)C3=O)cc1,11,.,.,-1,-13,10,10,.
CNC[C@@H]1Oc2ccc(NC(=O)Cc3cn(C)c4ccccc34)cc2C(=O)N([C@H](C)CO)C[C@@H]1C,-2,-3[16.7 µM],7,-2,3,-3,2,-3
COc1cc(/C=N/NC(=O)C2CCN(CC(O)COCc3ccccc3)CC2)ccc1O (centres undefined),3,.,.,0,-18,22,.,.
CCC1CCCCN1S(=O)(=O)c1ccc(S(=O)(=O)N(Cc2cccs2)C2CC2)cc1 (centres undefined),8,6,0,-2,.,3,-6,.
CCN(CC)S(=O)(=O)c1ccc(OC)c(NC(=O)COc2ccc3c(C)cc(=O)oc3c2)c1,14,-1,1,.,.,.,-1,.

Full records from above.
CCC1CCCCN1S(=O)(=O)c1ccc(S(=O)(=O)N(Cc2cccs2)C2CC2)cc1 (centres undefined) as listed: LGR2 antag: 8; miR-122 sensor: 6; Cneo AK release: 0; Casp6 inh: -2; PAX8 inh HTS: .; EWS-Fli inh: 3; PGC1a acetyl inh: -6; FN deposit inh: .
COc1cc2c(cc1NC(=O)C(C)OC(=O)/C=C/c1ccc(OC(F)F)cc1)oc1ccccc12 (centres undefined) as listed: LGR2 antag: -37; miR-122 sensor: 31; Cneo AK release: .; Casp6 inh: -2; PAX8 inh HTS: -101; EWS-Fli inh: -53; PGC1a acetyl inh: -3; FN deposit inh: .
COc1cc(/C=N/NC(=O)C2CCN(CC(O)COCc3ccccc3)CC2)ccc1O (centres undefined) as listed: LGR2 antag: 3; miR-122 sensor: .; Cneo AK release: .; Casp6 inh: 0; PAX8 inh HTS: -18; EWS-Fli inh: 22; PGC1a acetyl inh: .; FN deposit inh: .

Next part.
canonical_smiles,LGR2 antag,miR-122 sensor,Cneo AK release,Casp6 inh,PAX8 inh HTS,EWS-Fli inh,PGC1a acetyl inh,FN deposit inh
CCOc1ccc(N2C(=O)CC(Sc3ccccc3C(=O)O)C2=O)c([N+](=O)[O-])c1 (centres undefined),6,.,.,-1,4,3,.,-3
COc1ccccc1C#Cc1cnc2c(c1)C(=O)N([C@H](C)CO)C[C@@H](C)[C@@H](CN(C)S(=O)(=O)c1cn(C)cn1)O2,27,-3[16.7 µM],.,.,-16,13,-1,.
O=C1CC(c2ccc(S(=O)(=O)NC3CC3)cc2)CN1 (centres undefined),7,.,2,3,-13,3,.,-15
CCN1CCCC1CN(Cc1cc2ccc(C)c(C)c2[nH]c1=O)C(=O)Nc1ccccc1OC (centres undefined),-3,-4,1,.,.,.,-1,.
Cc1cc(=O)oc2ccc(OCc3ccccc3)cc12,-25,.,2,2,-8,-8,.,-1
Cc1ccc2cccc([N+](=O)[O-])c2n1,-16,.,1,.,5,11,.,-7
C#CCN(CC(=O)OCC)S(=O)(=O)CCNC1CC1,-4,5,2,0,-13,-17,11,11
O=c1oc2ccccc2c2c1C(c1ccc(Cl)cc1)Nc1ccc3ccccc3c1-2 (centres undefined),7,1,-2,.,.,.,4,.
Cc1ccc(NC(=O)c2ccc(-c3nn(C)c(=O)c4ccccc34)cc2)cc1,-3,-8,-1,0,.,.,.,.
C[C@@H]1CN([C@H](C)CO)C(=O)c2cccc(NC(=O)Nc3ccccc3)c2O[C@@H]1CN(C)Cc1ccncc1,2,-5[16.7 µM],0,1,5,0,-2,.

2 records drawn at random from the list so far, as already listed:
canonical_smiles,LGR2 antag,miR-122 sensor,Cneo AK release,Casp6 inh,PAX8 inh HTS,EWS-Fli inh,PGC1a acetyl inh,FN deposit inh
CCOc1ccc(N2C(=O)CC(Sc3ccccc3C(=O)O)C2=O)c([N+](=O)[O-])c1 (centres undefined),6,.,.,-1,4,3,.,-3
Cc1ccc(NC(=O)c2ccc(-c3nn(C)c(=O)c4ccccc34)cc2)cc1,-3,-8,-1,0,.,.,.,.

(next part)
canonical_smiles,LGR2 antag,miR-122 sensor,Cneo AK release,Casp6 inh,PAX8 inh HTS,EWS-Fli inh,PGC1a acetyl inh,FN deposit inh
O=C(CCCCCNC(=O)c1ccccc1)C[N+](=O)[O-],.,.,.,10,-9,4,.,-8
COCCNS(=O)(=O)c1ccc(-c2ccc(C)cc2)cc1,-2,7,1,4,.,-2,-15,.
Cc1cc(NC(=O)C(C)SCC(=O)OCC(=O)Nc2c(C)cccc2C(C)C)no1 (centres undefined),3,3,-1,1,0,-4,-9,5
COc1ccc(OCCCC(=O)Oc2ccc(OC)cc2)cc1,-5,1,2,.,.,.,10,9
COc1ccc(-c2ccc([C@@H]3[C@@H](CO)N4CCCCN(C(=O)c5ccc(F)cc5)C[C@H]34)cc2)cc1,18,-3[16.7 µM],-1,0,-6,.,9,.
CCCNC(=O)N1C[C@@H](O)COC[C@H]2O[C@@H](CC(=O)N[C@H]3CCN(Cc4ccccc4)C3)CC[C@@H]21,17,-7[16.7 µM],-1,.,7,1,8,-17
Cc1ccc2c(c1)S(=O)(=O)N(C)C(c1ccccc1)=C2,-13,-6,.,6,17,3,.,-1
CC(=O)Nc1cc2c(cc1Cl)-c1ccccc1C2,-43,14,0,-2,-74,-12,-8,-1
CCCC[C@@H]1CNCCN1CCc1cccc2ccccc12,-5,.,5,-3,4,16,.,5
O=C(CN1CCCCC1)Nc1ccccc1,.,-8,0,.,.,.,4,-35

Further entries follow.
Abbreviations – A = LGR2 antag; B = miR-122 sensor; C = Cneo AK release; D = Casp6 inh; E = PAX8 inh HTS; F = EWS-Fli inh; G = PGC1a acetyl inh; H = FN deposit inh
CCO[C@H]1OC(C(=O)NCc2nc3ccccc3[nH]2)=C[C@@H](c2cn(C(C)=O)c3ccccc23)[C@@H]1CCCO
  A: -18 | B: 0 | C: 8&-1 | D: 1 | E: 31 | F: -1&25 | G: -4&-8 | H: -5

O=C(CCC1CCCC1)N1CCN(S(=O)(=O)Cc2ccccc2)CC1
  A: . | B: -8 | C: 0 | D: . | E: . | F: . | G: 13 | H: 8

NC(=O)[C@@H]1CCCCNc2c(F)cc([N+](=O)[O-])cc2C(=O)N[C@@H](CC(=O)O)C(=O)NCC(=O)N1
  A: 3 | B: . | C: -2 | D: 6 | E: -4 | F: 0 | G: . | H: -16

C[C@H](CO)N1C[C@H](C)[C@@H](CN(C)CC2CCCCC2)Oc2ccc(NC(=O)NC3CCCCC3)cc2CC1=O
  A: -10 | B: 1[16.7 µM] | C: 0 | D: -11 | E: 45 | F: -4 | G: 6 | H: .

O=C(Cc1coc2ccc3ccccc3c12)N1CCc2ccccc21
  A: . | B: 42 | C: 1 | D: . | E: . | F: . | G: 0 | H: 1

C[C@H]1CN([C@@H](C)CO)C(=O)CCCn2nncc2CO[C@@H]1CN(C)C(=O)c1cc(-c2ccccc2)on1
  A: 1 | B: 0[16.7 µM] | C: 1 | D: 1 | E: 7 | F: -4 | G: 7 | H: 7

CCOC(=O)c1c(NC(=O)Cn2cnc([N+](=O)[O-])n2)sc2c1CCCC2
  A: . | B: . | C: . | D: -1 | E: 20 | F: 7 | G: . | H: -1

COc1ccc(NC(=O)C(c2ccccc2F)n2c(=O)c(-c3cc4ccccc4[nH]3)nc3ccccc32)cc1 (centres undefined)
  A: 10 | B: . | C: . | D: -1 | E: 18 | F: -2 | G: . | H: -1

CCOC(=O)c1sc2cc([N+](=O)[O-])cc(SCCO)c2c1N
  A: -3 | B: . | C: . | D: 2 | E: -6 | F: -12 | G: . | H: -2

Cc1ccc(-c2nn(Cc3ccccc3)cc2C(=O)NCC2CCCO2)cc1 (centres undefined)
  A: 0 | B: 20 | C: 2 | D: 4 | E: 15 | F: 5 | G: -9 | H: 1

CN(C)C(=O)c1cccc(-c2cnc3sc(NCc4ccc5c(c4)OCO5)nn23)c1
  A: 52* | B: 3 | C: -1 | D: 0 | E: 11 | F: 3 | G: 4 | H: 18

CCOC(=O)C1=C(C)NC(C)=C(C(=O)OCC)C1C(=O)OCC(=O)NCCc1ccccc1
  A: -6 | B: -6 | C: . | D: -1 | E: 2 | F: -3 | G: -3 | H: 10

COC(=O)c1c(CC[C@@H](CO)NC(=O)N[C@@H](Cc2ccccc2)Cn2cc(-c3ccccc3)nn2)oc(C(=O)N2CCOCC2)c1C(=O)OC
  A: . | B: . | C: 2 | D: -3 | E: 10 | F: 0 | G: 8 | H: .

CCN(CC)C(=O)C1CCCN(Cc2ccc(F)c(F)c2)C1 (centres undefined)
  A: 1 | B: 5 | C: 0 | D: . | E: . | F: . | G: -5 | H: 0

CC1CCc2c(sc(NC(=O)c3ccc(Cn4cc([N+](=O)[O-])cn4)o3)c2C#N)C1 (centres undefined)
  A: . | B: 2 | C: -1 | D: . | E: -5 | F: . | G: 12 | H: -8

C[C@H]1CN([C@@H](C)CO)C(=O)c2cc(NC(=O)C3CCCCC3)ccc2O[C@H]1CN(C)C(=O)NC1CCCCC1
  A: -15 | B: 0[16.7 µM] | C: 2 | D: 1 | E: 0 | F: . | G: 1 | H: 6

CCOc1cc(C(=S)N2CCCC2)ccc1OC
  A: 4 | B: 1 | C: 2 | D: -1 | E: 7 | F: 8 | G: 5 | H: 7

C[C@@H]1CN([C@@H](C)CO)C(=O)c2cc(NC(=O)C3CCCCC3)ccc2O[C@@H](C)CCCCO[C@H]1CN(C)S(=O)(=O)c1ccccc1
  A: -8 | B: 6[16.7 µM] | C: -1 | D: 0 | E: -8 | F: -3 | G: -16 | H: 8

O=C(CN1C(=O)C2CC=CCC2C1=O)Nc1ccc(S(=O)(=O)Nc2nccs2)cc1 (centres undefined)
  A: 6 | B: . | C: . | D: 6 | E: -6 | F: 16 | G: . | H: -3

CCOc1cc(CNc2ccccc2)cc(Br)c1OCc1ccccc1F
  A: . | B: -2 | C: -1 | D: . | E: 31 | F: . | G: 2 | H: 1

COc1ccc(-c2ccc(-c3cc(=O)oc4cc(OC)c(OC)c(OC)c34)cc2)cc1OC
  A: 1 | B: . | C: 0 | D: 1 | E: 14 | F: -3 | G: . | H: -9

CC(C)NC(=O)N1[C@@H]2c3ccc(-c4ccccc4F)c(=O)n3C[C@@H]2[C@@H](CO)[C@@H]1C(=O)NC1CCC1
  A: 15 | B: . | C: -5 | D: -1 | E: -11 | F: -1 | G: . | H: .

O=C(c1ccc(CS(=O)c2ccccc2Cl)o1)N1CCCCCC1 (centres undefined)
  A: -9 | B: -9 | C: 0 | D: -1 | E: -10 | F: -17 | G: -2 | H: 1
